Compound activity from PubChem BioAssay.
Large T inhibition: SV40 large T antigen inhibitors, biochemical (AID 1903); SV40 large T antigen ATPase/helicase inhibition assay; higher % means a stronger effect; inhibition, % at 20 µM, or IC50 in µM where a hit was titrated; hit rate 0.39% among 310,000; in the data active = a potency from the dose series; note: strong numbers were not always called active
GPR55 antagonists: GPR55 antagonists blocking LPI-driven arrestin recruitment, primary screen, imaging, U2OS, beta-arrestin-GFP, LPI agonist (AID 2013). G-protein coupled receptor 55 (Homo sapiens). U2OS GPR55 beta-arrestin-GFP translocation imaging, LPI antagonism; higher % means a stronger effect. inhibition, % at 10 µM; hits with a dose series show IC50 in µM. hit rate 0.13% among 290,000;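 active = spots per cell inhibited over 60%, with over 100 cells counted and total cytoplasm intensity under 500,000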;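 note: U2OS cells stably carrying GPR55 and arrestin-GFP stimulated by 5 µM LPI near EC80; imaged beta-arrestin-GFP aggregate spots per cell after agonist stimulation; plate controls were LPI-stimulated DMSO wells for no effect and DMSO wells without LPI for full effect; some results filed as inactive read as strong as hits; confirmed hits need IC50 under 10 µM and bright autofluorescent wells are also inconclusive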
RSV CPE inhibition: RSV antiviral activity via CPE protection, HEp-2 cells, primary 10 µM value included (AID 2391); HEp-2 cells, RSV-induced CPE inhibition; higher % means a stronger effect; one-dose CPE inhibition, % at 10 µM; IC50 in µM for titrated hits; hit rate 0.13% among 310,000; in the data active = a potency from the dose series; note: strong numbers were not always called active
GPR35 antagonists: GPR35 antagonists blocking zaprinast-driven arrestin recruitment, primary screen, imaging, U2OS, beta-arrestin-GFP, zaprinast agonist (AID 2058) | U2OS GPR35 beta-arrestin-GFP translocation imaging, zaprinast antagonism; higher % means a stronger effect | hit rate 0.052% among 290,000 | G-protein coupled receptor 35 (Homo sapiens) | one-dose inhibition, % at 10 µM; IC50 in µM for titrated hits;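 active = inhibition of at least 50% with at least 30 cells and total cytoplasm GFP at most 10,000,000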
HIV peptide binding: inhibitors of HIV fusion peptide binding, primary screen, biochemical, uHTS, fluorescence dequenching (AID 1986); cell-free peptide binding, fluorescence dequenching, 30 min; higher % means a stronger effect; one-dose inhibition, % at 20 µM; IC50 in µM for titrated hits; hit rate 0.3% among 290,000; in the data active = inhibition mostly above about 52%, no sharp cut-off; inactive = mostly below about 76%; note: some results filed as inactive read as strong as hits
PhoP inhibition: inhibitors of PhoP regulon expression, primary screen, Salmonella Typhimurium, GFP reporter (AID 1863) | S. Typhimurium PhoP-regulated promoter GFP reporter, 4 h; higher % means a stronger effect | inhibition, % at 50 µM, or IC50 in µM where a hit was titrated | hit rate 0.16% among 300,000;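 active = inhibition over 29.93%, a cutoff 3 SD above the screen mean, later confirmed by dose response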;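 note: 0% = low Mg2+ inducing control and 100% = high Mg2+ repressing control; strong numbers were not always called active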
UTI89 phage lysis: inhibition of K1F phage lysis, E. coli UTI89, bacterial capsule biogenesis inhibitors, alamar blue (AID 488966); E. coli UTI89 K1F phage lysis, alamar blue, 2 h; higher % means a stronger effect; inhibition, % at 100 µM; hits with a dose series show IC50 in µM; hit rate 0.02% among 340,000;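 active = phage lysis inhibition, versus mean bacterial control, above a set limit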;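 note: capsule biogenesis inhibitors block K1F phage lysis so surviving cells raise fluorescence; higher fluorescence means more inhibition of phage lysis; actives were called in the ten point dose series up to 300 µM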
Dengue-2 NS5 capping: Dengue-2 NS5 methyltransferase inhibitors, primary screen, biochemical, confirmation dose response (AID 588689) | Genome polyprotein (Dengue virus type 2 (strain 16681-PDK53)) | Dengue-2 NS5 methyltransferase capping enzyme assay, biochemical; higher % means a stronger effect | inhibition, % at 25 µM; hits with a dose series show IC50 in µM | hit rate 0.3% among 340,000; in the data active = a potency from the dose series
MgcRacGAP inhibition: MgcRacGAP GTPase-activating activity inhibitors, confirmation, biochemical, ADP Hunter fluorescence | MgcRacGAP-stimulated Rac1 GTP hydrolysis, ADP Hunter fluorescence; higher % means a stronger effect; GST-tagged Rac1 F28L mutant substrate | one-dose inhibition, % at 30 µM; IC50 in µM for titrated hits | hit rate 0.6% among 340,000;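 active = first-screen hits whose inhibition reached a set limit at any dose in the follow-up dose series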;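 note: fluorescence reports GDP produced by GAP-driven GTP hydrolysis; strong numbers were not always called active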
Dengue-2 NS5 capping pilot replicate: further read-out of Dengue-2 NS5 capping, marked with its call; inhibition, %; measured here: pilot screen replicate inhibition
Active calls of the source: *; & = joins results of further samples; [ ] = remark or other dose.

The first 2 entries as a preview:
What do the screens show for `NS(=O)(=O)c1ccc(NC(=O)/C=C/c2ccco2)cc1`?
Large T inhibition: 28%; GPR55 antagonists: -2%; RSV CPE inhibition: -0.2%; GPR35 antagonists: 4%; HIV peptide binding: 23%; PhoP inhibition: 4%; UTI89 phage lysis: 0.1%; Dengue-2 NS5 capping: -11%; MgcRacGAP inhibition: 20%

What do the screens show for `Cc1ccc2c(Cl)cc(Cl)c(OCc3c(C)noc3C)c2n1`?
Large T inhibition: 14%; GPR55 antagonists: 12%; RSV CPE inhibition: 1.8%; GPR35 antagonists: 7%; HIV peptide binding: -1.5%; PhoP inhibition: 20%; UTI89 phage lysis: 0.7%; Dengue-2 NS5 capping: 3%; MgcRacGAP inhibition: 1%

The listing, from the first entry:
What do the screens show for `NS(=O)(=O)c1ccc(NC(=O)/C=C/c2ccco2)cc1`?
Large T inhibition: 28%; GPR55 antagonists: -2%; RSV CPE inhibition: -0.2%; GPR35 antagonists: 4%; HIV peptide binding: 23%; PhoP inhibition: 4%; UTI89 phage lysis: 0.1%; Dengue-2 NS5 capping: -11%; MgcRacGAP inhibition: 20%

What do the screens show for `Cc1ccc2c(Cl)cc(Cl)c(OCc3c(C)noc3C)c2n1`?
Large T inhibition: 14%; GPR55 antagonists: 12%; RSV CPE inhibition: 1.8%; GPR35 antagonists: 7%; HIV peptide binding: -1.5%; PhoP inhibition: 20%; UTI89 phage lysis: 0.7%; Dengue-2 NS5 capping: 3%; MgcRacGAP inhibition: 1%

What do the screens show for `COc1ccc(-c2cnn3c(N)c(S(=O)(=O)c4ccccc4)cnc23)cc1`?
Large T inhibition: 3%; GPR55 antagonists: 0%; RSV CPE inhibition: 0.6%; GPR35 antagonists: 4%; HIV peptide binding: -2.2%; PhoP inhibition: -13%; UTI89 phage lysis: 1.6%; Dengue-2 NS5 capping: -4%; MgcRacGAP inhibition: 7%

What do the screens show for `CSc1sc(-c2nnc(SCC(=O)Nc3ccccc3)n2C)c2c1C=CCC2`?
Large T inhibition: 8%; GPR55 antagonists: -1%; GPR35 antagonists: 17%; HIV peptide binding: 0.2%; PhoP inhibition: -4%

What do the screens show for `COCCCN1C(=O)c2ccc(C(=O)N3CCN(c4ccc(OC)cc4)CC3)cc2C1=O`?
Large T inhibition: 7%; GPR55 antagonists: 18%; RSV CPE inhibition: 1.5%; GPR35 antagonists: 0%; HIV peptide binding: 2.8%; PhoP inhibition: -11%; UTI89 phage lysis: 0.2%; Dengue-2 NS5 capping: -3%; MgcRacGAP inhibition: 11%

How did CC(NC(=O)C(C(=O)c1cccc([N+](=O)[O-])c1)n1cc(Cl)ccc1=O)c1ccccc1 (centres undefined) do in these assays?
Large T inhibition: 10%; GPR55 antagonists: 6%; RSV CPE inhibition: 2.1%; GPR35 antagonists: -14%; HIV peptide binding: 0.2%; PhoP inhibition: -14%; UTI89 phage lysis: 3.0%[50 µM]; Dengue-2 NS5 capping: 1%; MgcRacGAP inhibition: 5%

What do the screens show for `Cc1ccc(-c2nnc(-c3cccc(NC(=O)c4cccs4)c3)o2)cc1`?
Large T inhibition: 21%; GPR55 antagonists: 18%; RSV CPE inhibition: 0.7%; GPR35 antagonists: -13%; HIV peptide binding: -2.7%; PhoP inhibition: -9%; UTI89 phage lysis: 0.2%; Dengue-2 NS5 capping: 2%; MgcRacGAP inhibition: 14%

What do the screens show for `CS(=O)(=O)N(CC(=O)O)c1cccc(Cl)c1`?
Large T inhibition: -4%; GPR55 antagonists: 4%; RSV CPE inhibition: 1.3%; GPR35 antagonists: 6%; HIV peptide binding: 2.3%; PhoP inhibition: 7%; UTI89 phage lysis: 0.8%; Dengue-2 NS5 capping: 2%; MgcRacGAP inhibition: 6%

How did CCOC(=O)C(C(=O)NCC1CCCO1)C1CCCCC1 (centres undefined) do in these assays?
Large T inhibition: 6%; GPR55 antagonists: -3%; RSV CPE inhibition: 1.1%; GPR35 antagonists: -18%; HIV peptide binding: 1.7%; PhoP inhibition: 0%; UTI89 phage lysis: -0.2%; Dengue-2 NS5 capping: 8%; MgcRacGAP inhibition: -2%

What do the screens show for `O=C(Nc1ccc(O)c2c(=O)cc(-c3ccccc3Cl)oc12)c1ccccc1Cl`?
Large T inhibition: 11%&6%; GPR55 antagonists: 0%; RSV CPE inhibition: 3.2%; GPR35 antagonists: 6%; HIV peptide binding: -2.5%; PhoP inhibition: 2%; UTI89 phage lysis: 0.7%; Dengue-2 NS5 capping: -2%; MgcRacGAP inhibition: 7%

How did CN1CCN(C(=O)/C(=C\c2ccc3c(c2)OCO3)NC(=O)c2cccs2)CC1 do in these assays?
Large T inhibition: 8%; GPR55 antagonists: 16%; RSV CPE inhibition: -2.1%; GPR35 antagonists: -8%; HIV peptide binding: 0.8%; PhoP inhibition: 4%; UTI89 phage lysis: 1.6%; Dengue-2 NS5 capping: -8%; MgcRacGAP inhibition: 3%

How did O=C(CN1C2=NCCCN2c2ccccc21)c1ccc2c(c1)OCO2 do in these assays?
Large T inhibition: 7%; GPR55 antagonists: 12%; RSV CPE inhibition: 2.8%; GPR35 antagonists: 16%; HIV peptide binding: -2.9%; PhoP inhibition: -7%; UTI89 phage lysis: 0.8%; Dengue-2 NS5 capping: -5%; MgcRacGAP inhibition: 1%

How did CN(C1CCS(=O)(=O)C1)S(=O)(=O)c1ccc(C2CCCCC2)cc1 (centres undefined) do in these assays?
Large T inhibition: 4%; GPR55 antagonists: 4%; RSV CPE inhibition: 0.2%; GPR35 antagonists: 5%; HIV peptide binding: 0.3%; PhoP inhibition: -8%; UTI89 phage lysis: 1.1%; Dengue-2 NS5 capping: -3%; MgcRacGAP inhibition: 2%

Results for Cc1cc(NC(=O)CCC(=O)N(CC(=O)NC2CCCC2)c2ccc(F)cc2)no1 ?
Large T inhibition: 4%; GPR55 antagonists: 1%; RSV CPE inhibition: -0.1%; GPR35 antagonists: -1%; HIV peptide binding: -0.2%; PhoP inhibition: 3%; UTI89 phage lysis: 0.0%; Dengue-2 NS5 capping: 24%; MgcRacGAP inhibition: -5%

Results for Cc1ccc(CN2C(=O)N/C(=C\c3ccc(-c4ccc(C(=O)O)cc4C)o3)C2=O)cc1 ?
Large T inhibition: 20%; GPR55 antagonists: -4%; RSV CPE inhibition: 6.1%; GPR35 antagonists: 3%; HIV peptide binding: 64%; PhoP inhibition: -1%; UTI89 phage lysis: 0.6%[50 µM]; Dengue-2 NS5 capping: 24%; MgcRacGAP inhibition: 12%

What do the screens show for `COc1ccc(NC(=O)c2cc3ccccc3o2)cn1`?
Large T inhibition: 8%; GPR55 antagonists: -27%; RSV CPE inhibition: 1.4%; GPR35 antagonists: -6%; HIV peptide binding: 1.4%; PhoP inhibition: 2%; UTI89 phage lysis: 0.1%; Dengue-2 NS5 capping: -1%; MgcRacGAP inhibition: 12%; Dengue-2 NS5 capping pilot replicate: -1.5

What do the screens show for `CCc1ccc(/C=N/NC(=O)c2c[nH]c3ccccc23)s1`?
Large T inhibition: 27%; GPR55 antagonists: 14%; RSV CPE inhibition: 18%; GPR35 antagonists: 7%; HIV peptide binding: -0.8%; PhoP inhibition: 2%; UTI89 phage lysis: 1.0%; Dengue-2 NS5 capping: -8%; MgcRacGAP inhibition: 1%

How did CCN(C(=O)c1ccc(Cl)c([N+](=O)[O-])c1)c1ccccc1 do in these assays?
Large T inhibition: 5%; GPR55 antagonists: 18%; RSV CPE inhibition: -1.0%; GPR35 antagonists: 18%; HIV peptide binding: -0.7%; PhoP inhibition: -1%; UTI89 phage lysis: 0.3%; Dengue-2 NS5 capping: -3%; MgcRacGAP inhibition: 0%

Results for Cc1cccc(C)c1NC(=O)CNC(=O)CCCc1c[nH]c2ccccc12 ?
Large T inhibition: 26%; RSV CPE inhibition: -1.0%; PhoP inhibition: 4%; UTI89 phage lysis: 0.2%[50 µM]; Dengue-2 NS5 capping: -1%; MgcRacGAP inhibition: 9%

Results for CC1CCC(C(C)C)C(OCC(O)CNC(C)C)C1 (centres undefined) ?
Large T inhibition: 5%; GPR55 antagonists: 20%; RSV CPE inhibition: -0.3%; GPR35 antagonists: -3%; HIV peptide binding: 0.3%; PhoP inhibition: -6%; UTI89 phage lysis: 0.4%; Dengue-2 NS5 capping: -1%; MgcRacGAP inhibition: 1%

What do the screens show for `O=C(NCc1ccco1)/C(=C\c1cccs1)NC(=O)c1ccco1`?
Large T inhibition: 7%; GPR55 antagonists: -8%; RSV CPE inhibition: -0.6%; GPR35 antagonists: 5%; HIV peptide binding: 2.1%; PhoP inhibition: -6%; UTI89 phage lysis: 0.1%; Dengue-2 NS5 capping: 1%; MgcRacGAP inhibition: -4%

How did COC(=O)CN(C(=S)Nc1ccc(F)cc1)C1CC(=O)N(c2ccccc2)C1=O (centres undefined) do in these assays?
Large T inhibition: 6%; GPR55 antagonists: 3%; RSV CPE inhibition: 0.8%; GPR35 antagonists: -1%; HIV peptide binding: 4.5%; PhoP inhibition: -2%; UTI89 phage lysis: 3.4%; Dengue-2 NS5 capping: 2%; MgcRacGAP inhibition: -2%

Results for CC(CC(=O)N1CCN(S(=O)(=O)c2ccccc2)CC1)n1cncn1 (centres undefined) ?
Large T inhibition: 3%; GPR55 antagonists: -7%; RSV CPE inhibition: 0.6%; GPR35 antagonists: 0%; HIV peptide binding: -1.1%; PhoP inhibition: 11%; UTI89 phage lysis: 0.3%; Dengue-2 NS5 capping: 1%; MgcRacGAP inhibition: 8%

How did CC(C)N1CCC(N2CCN(C3CCCCCC3)CC2CCO)CC1 (centres undefined) do in these assays?
Large T inhibition: 7%; GPR55 antagonists: 3%; RSV CPE inhibition: -0.7%; GPR35 antagonists: -8%; HIV peptide binding: -0.9%; PhoP inhibition: 8%; UTI89 phage lysis: -0.2%; Dengue-2 NS5 capping: -2%; MgcRacGAP inhibition: 5%

What do the screens show for `COc1ccccc1C1NC(=O)NC(C)=C1C(=O)OCc1ccccc1` (centres undefined)?
Large T inhibition: 7%; GPR55 antagonists: -9%; RSV CPE inhibition: 2.5%; GPR35 antagonists: 0%; HIV peptide binding: -0.8%; PhoP inhibition: -4%; UTI89 phage lysis: 0.2%; Dengue-2 NS5 capping: -10%; MgcRacGAP inhibition: 7%; Dengue-2 NS5 capping pilot replicate: -0.9
